Screening data as filed in PubChem.
IL-1B inflam inh = blocks inflammasome-driven IL-1 beta release | actives 4.7% (n = 360,000) | AID 743279 | activity change, % at 57.5 µM | THP-1 LPS/ATP IL-1B secretion, AlphaLISA, 16 h; stronger effect = lower value; in the data active means activity change below about -50%; inconclusive means mostly about -30% to -49%; further: on the % scale 0 is the no-effect control and ±100 the full control effect
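THP-1 cells pretreated 1 hr with compounds (up to 57.5 uM final), then stimulated with LPS (250 ng/mL final) plus ATP (1.25 mM final); secreted IL-1B measured by AlphaLISA after 16 hr, decreased signal indicating inhibition.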
MCF10A rerep = induces DNA re-replication in MCF 10a normal breast cells; MCF 10A DNA re-replication, Hoechst nuclear intensity, 48 h; Potency, µM (highest dose often 46.1 µM), without a hit: at the top dose activity, positive = re-replication, actives largely listed as activators; actives 2.9% (n = 350,000); further: potency means the concentration at half of the fitted maximal effect; % of control where 0% means no effect; nearly all actives have a fitted effect of over 50% in size
KB-3-1 cytotox = kills parental KB-3-1 adenocarcinoma cells. KB-3-1 viability, CellTiter-Glo ATP luminescence, 72 h. Potency, µM (titrated, usually from 46.1 µM), without a hit: top-dose activity change, negative = cytotoxic, most hits filed as cytotoxic. actives 1.4% (n = 400,000); further: potency means the concentration at half of the fitted maximal effect; on the % scale 0 is the no-effect control and ±100 the full control effect; nearly all actives have a fitted effect of over 60% in size
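72 h, 37 °C compound treatment of KB-3-1 parental cells; CellTiter-Glo added, 10 min, luminescence read. Data corrected against DMSO-only plates and normalized before curve fitting.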
HT1080 IDH1KD tx = toxicity to HT-1080 IDH1 knockdown cells (counter line). HT-1080 IDH1 knockdown viability, ATP luminescence, 48 h. AID 686971. Potency, µM (doses to about 46.1 µM), without a hit: at the highest dose activity, negative = toxicity, most hits filed as cytotoxic. actives 2% (n = 360,000);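 further: potency means the concentration at half of the fitted maximal effect; 0% = DMSO wells and -100% = cell-free medium wells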
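In this qHTS, HT-1080 cells depleted of IDH1 are exposed for 48 h at 37 °C to compound titrations. Toxicity is scored from CellTiter-Glo luminescence, with DMSO as full viability and medium alone as none.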
S2 tox = cell viability loss in ATXN counter-screen | S2 cells (HEK-293 line with an ATXN2-luciferase reporter) viability, CellTiter-Fluor protease fluorescence, 24 h | Potency, µM (series often up to 56.7 µM), actives largely listed as cytotoxic | actives 0.49% (n = 400,000) | AID 651635; further: potency means the concentration at half of the fitted maximal effect; nearly all actives have a fitted effect of over 40% in size
ATXN2 expr inh = ATXN2 expression inhibition; HEK-293 ATXN2-luciferase reporter, luminescence, 24 h; actives 0.72% (n = 360,000); Potency, µM (highest dose often 57 µM), inactives show top-dose activity change, negative = inhibition, most hits filed as inhibitors; AID 1745845; further: potency means the concentration at half of the fitted maximal effect; on the % scale 0 is the no-effect control and ±100 the full control effect; nearly all actives have a fitted effect of over 55% in size
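qHTS (up to 57 uM final) was run with 24 h compound exposure of reporter cells at 37 °C. Each well was multiplexed: SteadyGlo luminescence measured ATXN2-luciferase expression after a fluorogenic Gly-Phe-AFC viability readout (25 uM final).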
SW480 rerep = DNA re-replication induction in SW480 cells; actives 1.8% (n = 340,000); AID 624297; Potency, µM (doses to about 46.1 µM), inactives show at the top dose re-replication activation, usual class: activators; SW480 DNA re-replication, Hoechst DNA content imaging, 48 h; further: potency means the concentration at half of the fitted maximal effect; % of control where 0% means no effect; nearly all actives have a fitted effect of over 55% in size
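Quantitative HTS format with DMSO vehicle controls; 48 hr drug incubation at 37 C, then 40 min Hoechst staining and scanning imager measurement at 405 nm excitation.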
HT1080NT lethal = kills 2HG-producing HT-1080-NT fibrosarcoma cells; HT-1080-NT fibrosarcoma viability, CellTiter-Glo ATP luminescence, 48 h; Potency, µM (top dose mostly 46.1 µM), inactives show at the top dose activity, negative = less viability, hits mostly cytotoxic; actives 1.6% (n = 360,000);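 further: NT is the 2HG producing partner of a matched IDH1 knockdown line; potency means the concentration at half of the fitted maximal effect; 0% = DMSO-treated cells and -100% = media-only wells without cells; nearly all actives have a fitted effect of over 55% in size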
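Viability by CellTiter-Glo luminescence after 48 h compound exposure at 37C of HT-1080-NT cells (750/well, RPMI, 5% FBS). % activity scaled between DMSO wells and medium-only wells, then curve-fitted and categorized by curve class.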
KB-V1 cytotox = kills drug-selected multidrug resistant KB-V1 cells | KB-V1 MDR cells viability, CellTiter-Glo, 72 h | AID 1347076 | actives 3.4% (n = 400,000) | Potency, µM (doses to about 46.1 µM), for inactives: at the highest dose activity change, negative = cytotoxicity, usual class: cytotoxic; further: potency means the concentration at half of the fitted maximal effect; on the % scale 0 is the no-effect control and ±100 the full control effect; nearly all actives have a fitted effect of over 60% in size
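Luminescent ATP read-out (CellTiter-Glo, 10 min) measures survival of drug-selected KB-V1 MDR cells after 72 h, 37 degrees C compound exposure. Medium: phenol-red-free DMEM, 10% FBS. Values from fitted concentration-response curves.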
* = called active by the depositor; i = inactive; ? = inconclusive; . = not tested or not shown; [ ] = another dose, or the depositor's remark. Unless noted, the call rests on the fitted dose curve; in most records, active means well fitted curve in the direction sought with a large enough effect; inconclusive means small, poorly fitted or top-dose-only effect, or another doubt; inactive means no such curve, though single readings can be large; an effect the other way counts as inactive or inconclusive. Not a hit list; 11% or so of the library scored in one or more.

The line under a structure holds: MCF10A rerep	HT1080NT lethal	KB-V1 cytotox	HT1080 IDH1KD tx	KB-3-1 cytotox	ATXN2 expr inh	IL-1B inflam inh	SW480 rerep	S2 tox
OC(CNCCc1ccc(Cl)cc1)COCc1ccco1 (centres undefined)
    -0.3%	-4.8%	?	1.3%[9.24 µM]	5.6%	9.2%	-6.2	-2.4%	i
COc1ccccc1NC(=O)c1c(C)cc(C)nc1SCC(=O)Nc1ccc(C)cc1
    .	.	-4.9%	.	-27.8%	-28.0%	.	.	?
CCc1nc2ccc(C(=O)Nc3cccc(NS(C)(=O)=O)c3)cn2c1N(C)CCCc1ccccc1
    .	?	-17.6%	?	-21.3%	?	-17.5	.	i
CC(C)c1ccc(CN(C(=O)c2ccco2)C2CCS(=O)(=O)C2)cc1 (centres undefined)
    -3.8%	2.9%	?	5.0%	-8.7%	-6.6%	7.2	-7.3%	i
OC(c1ccc(Cl)cc1)c1ncc(-c2cccc(F)c2)[nH]1 (centres undefined)
    .	?	2.7%	?	0.0%	9.6%	-8.5	.	i
COc1ccc(OCC(O)CNC(=O)Nc2cc(C)cc(C)c2)cc1 (centres undefined)
    1.6%	6.5%	-4.7%	5.3%	0.0%	.	-9.5	-15.3%	i
COc1ccccc1Cn1c(=S)[nH]c2cc(C(=O)N3CCN(C)CC3)ccc2c1=O
    29.4%	5.6%	-23.1%	13.1%	-16.7%	1.3%	0.3	-2.4%	i
COc1ccc(C(=O)Oc2ccc(C(c3c(C)[nH][nH]c3=O)c3c(C)[nH][nH]c3=O)cc2)cc1
    .	.	17.3%	.	7.0%	22.8%	.	.	i
CNc1c([N+](=O)[O-])cnn1-c1ccc(C)cc1
    -0.5%	4.2%	?	-0.9%	-14.6%	-3.7%	60.3	-12.0%	i
COc1ccc(CNC(=O)COc2ccc(C)nc2[N+](=O)[O-])cc1
    1.2%	-0.3%	-27.0%	16.1%	-10.4%	.	15.0	-1.4%	i
Cc1ccc(/C=C/C(=O)NCCCn2ccnc2)cc1
    4.4%	6.6%	-0.1%	0.7%	0.2%	6.8%	10.6	-146.2%[inhibitor]	i
CCCNC(=O)c1cc(-c2ccc(Br)cc2)on1
    1.8%	?	-17.5%	?	15.1%	23.0%	0.0	-3.2%	?
COC1=CC(=O)OC(C)(c2ccccc2)C1 (centres undefined)
    -7.0%	14.6%	?	15.1%	-1.4%	4.6%	9.7	-10.5%	i
CCn1cc(C(=O)NC(=S)Nc2ccccc2Br)cn1
    -42.0%[inhibitor]	3.6%	-2.9%	1.5%	13.8%	2.8%	-10.4	-6.7%	i
Nc1nc2n(n1)C(=O)CC(c1ccccc1)N2 (centres undefined)
    -2.9%	?	7.2%	9.0%	1.4%	.	-6.7	-10.1%	i

Gathered by group: the compounds so far containing a Cl atom (2)
The line under a structure holds: MCF10A rerep	HT1080NT lethal	KB-V1 cytotox	HT1080 IDH1KD tx	KB-3-1 cytotox	ATXN2 expr inh	IL-1B inflam inh	SW480 rerep	S2 tox
OC(CNCCc1ccc(Cl)cc1)COCc1ccco1 (centres undefined)
    -0.3%	-4.8%	?	1.3%[9.24 µM]	5.6%	9.2%	-6.2	-2.4%	i
OC(c1ccc(Cl)cc1)c1ncc(-c2cccc(F)c2)[nH]1 (centres undefined)
    .	?	2.7%	?	0.0%	9.6%	-8.5	.	i

The results go on:
The line under a structure holds: MCF10A rerep	HT1080NT lethal	KB-V1 cytotox	HT1080 IDH1KD tx	KB-3-1 cytotox	ATXN2 expr inh	IL-1B inflam inh	SW480 rerep	S2 tox
COc1ccccc1CNC(=O)Cc1ccccc1
    -0.2%	15.8%	0.0%	8.5%	3.7%	55.7%[activator]	4.4	-8.0%[9.22 µM]	i
Cc1cc(=O)oc2n[nH]c(-c3ccccc3)c12
    -5.6%	-4.6%	-21.4%	-5.8%	3.2%	3.9%	-6.5	-47.7%[inhibitor]	i
COc1cc(S(=O)(=O)N2CCOCC2)ccc1F
    ?	2.6%	-0.1%	0.4%	3.7%	-2.9%	-3.2	-0.1%	?
CCOc1ccccc1-n1c(SCC(=O)Nc2nccs2)nnc1-c1ccoc1C
    -3.4%	-8.6%	-25.0%	-16.1%	1.2%	-12.1%	?	-3.2%	i
CCOC(=O)C1(C(=O)OCC)CCN(S(=O)(=O)c2ccccc2)CC1
    2.0%	0.5%	?	0.6%	0.0%	-10.1%	-12.5	-1.9%	?
CN(C(=O)CSc1nnn(C)n1)c1ccccc1
    -0.7%	5.7%	?	6.5%	14.2%	2.6%	?	-2.8%	i
Nc1ccc(-c2nnc(-c3ccccc3)o2)cc1
    8.9%	-2.2%	0.0%	2.2%	6.5%	22.3%	-6.9	-0.6%	i
COCCNC(=O)C1(C)CCN(C(=O)c2ccc(C(F)(F)F)nc2C)C1 (centres undefined)
    .	?	0.0%	12.4%	0.0%	11.1%	13.9	.	i
CCOC(=O)c1cc2c(=O)n3ccccc3nc2n(CC2CCCO2)c1=NC(=O)/C=C/c1ccccc1 (centres undefined)
    ?	1.0%	?	-13.9%	?	-8.0%	?	?	.
Cc1sc(NC(=S)NC(=O)c2ccco2)c(C#N)c1C
    0.0%	23.7%	0.0%	20.8%	18.5%	15.1%	39.2	-6.2%	i
CCOC(=O)CC[C@H](NC(=O)Cn1cc(C)c(=O)[nH]c1=O)C(=O)OCC
    -5.4%	7.4%	20.1%	4.9%	7.4%	2.7%	13.8	-15.1%	i
CC(C)[C@H](NC(=O)c1ccc(Cl)cc1Cl)C(=O)OCc1nc2ccsc2c(=O)[nH]1
    0.1%	3.3%	?	15.7%	2.0%	.	30.0	-17.3%	?
O=C1CCCC2=C1C(c1cccs1)n1nc(SCc3ccc(C(=O)O)cc3)nc1N2 (centres undefined)
    -24.5%	8.7%	0.0%	11.5%	-2.6%	21.1%	-19.1	-6.8%	i
c1ccc(-c2cc(-c3nnc4n3N=C(c3ccc5ccccc5c3)CS4)[nH]n2)cc1
    4.11µM*	?	7.31µM*	17.8µM*	8.0%	?	-64.5*	?	?
Cc1ccc(-c2ccc(CCC(=O)O)n2-c2ccc(C(C)C)cc2)cc1
    .	.	13.1%	.	6.9%	9.8%	.	.	i
O=C1NCC(c2ccccc2)C1C(=O)N/N=C\c1ccc(-c2ccc(Cl)c(Cl)c2)o1 (centres undefined)
    ?	?	12.6%	?	-2.8%	?	-61.2*	-1.5%	?
COc1ccc(OC)c(NC(=O)CCNC(=O)Cn2ccc3ccccc3c2=O)c1
    ?	16.0%	?	-0.4%	5.8%	-1.8%	7.3	-26.6%	i
Cc1cccc(-c2nnn(CC/C(N)=N/O)n2)c1
    202.5%[0.0737 µM]	0.1%	?	-0.6%	-6.0%	30.3%[activator]	75.7	2.2%	i
Cc1ccc(/C=[N+](/[O-])C2SC(=S)N(C)C2(C)C)cc1 (centres undefined)
    -0.7%	-1.6%	6.1%	-1.3%	7.5%	-10.1%	6.9	-8.8%	i
Cc1ccc(C(=O)N/C(=C/c2ccc(C(C)C)cc2)C(=O)NCCCN2CCOCC2)cc1
    -2.7%	5.9%	-17.9%	7.5%	3.0%	.	?	4.8%	i
COc1ccc(CNC(=O)/C=C/c2ccccc2[N+](=O)[O-])cc1
    0.7%	-16.1%	-6.0%	1.5%	6.0%	.	-9.6	2.7%	i
Cc1cc(C)c2sc(NNC(=O)c3ccc(S(=O)(=O)N4CCc5ccccc5C4)cc3)nc2c1
    ?	?	1.0%	?	?	?	121.0	5.17µM*	?
CCOC(=O)C1CCCN(CCC(=O)Nc2c(C(=O)OC)[nH]c3cc(OC)ccc23)C1 (centres undefined)
    6.4%	6.4%	11.4%	1.8%	12.1%	3.5%	19.1	0.4%	i
Cc1nn2c(c1-c1ccc(Cl)cc1)N=C(c1ccco1)CC2c1ccccc1 (centres undefined)
    ?	?	11.7%	?	-20.2%	?	?	?	?
Cn1c(=O)n(CC(=O)Nc2ccc(F)cc2)c2ccccc21
    16.1%	2.1%	-2.6%	15.7%	9.4%	1.1%	-0.9	-6.8%	i
COc1ccc(N2C(=O)CC(N3CCN(S(=O)(=O)c4cc(C)ccc4C)CC3)C2=O)cc1 (centres undefined)
    1.3%	3.1%	7.4%	7.5%	12.2%	15.8%	27.6	1.9%	?
CCOC(=O)COn1c(=O)c(C)[n+]([O-])c2ccccc21
    12.1%	10.3%	3.8%	4.0%[9.24 µM]	3.5%	4.1%	8.4	-1.1%	i
CCOC(=O)c1cc2cc(F)ccc2nc1C
    -0.3%	17.3%	?	22.9%	-0.4%	-3.1%	-12.1	-4.1%	i
CN(Cc1ccccc1)C(=O)CSc1nnc(-c2cccc(Cl)c2)o1
    .	.	12.5%	.	0.6%	8.3%	.	.	i
Cc1cc(C)cc(NC(=O)CSc2nc3ccccc3nc2N2CCCC2)c1
    13.7%	1.6%	0.0%	-1.9%	13.5%	-18.6%	-13.9	7.8%	?
C[C@@H]1COc2cc(N3CC[C@H](O)C3)ccc2S(=O)(=O)N1
    .	15.3%	?	12.3%	6.6%	16.2%	24.1	.	i
N#Cc1cccnc1N1CCC(C(N)=O)CC1
    0.1%	2.9%	14.3%	2.5%	3.7%	.	20.9	-7.9%	i
O=C(CCc1nc(-c2ccc(Cl)cc2)no1)NCc1ccccc1CN1CCOCC1
    2.1%	6.3%[9.24 µM]	?	-0.2%	?	-13.3%	-1.2	1.9%	i
COc1ccc(OCC#CCNC(C)(C)C)cc1
    8.2%	-0.1%	-4.7%	1.6%	23.2%	-5.5%	6.7	0.0%	i
O=C(Oc1ccc2c(=O)c(Oc3ccc4ccccc4c3)coc2c1)c1cccnc1
    0.5%	7.6%	9.8%	-8.5%	0.0%	3.3%	32.0	1.7%	i
COc1ccc(S(=O)(=O)N(CCc2ccccc2)CC(=O)NCCCO)cc1
    11.9%	0.0%	-7.5%	8.4%	0.7%	0.8%	-11.9	0.0%	i
